# Bioassay records: PubChem, National Center for Advancing Translational Sciences (NCATS)
# LMNA splice mod = changes lamin A minigene splicing in HeLa cells. AID 1487. Potency, µM (highest dose often 46.1 µM), inactives show at the top dose ratio change, negative = inhibition, usual class: inhibitors. HeLa LMNA splicing GFP/RFP minigene ratio, 48 h. hit rate 0.01% among 200,000; active = well fitted inhibition curve with a large enough effect in the signal ratio, with a control signal flat, not every such curve was filed as active; inconclusive = small, poorly fitted or top-dose-only effect, or effect the other way, or a change in a side signal; the % refers to the signal ratio; also: potency is read from the fitted curve at half-maximal effect; % is scaled to controls: 0 for no effect and ±100 for the full control effect
#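 S3 HeLa cells stably expressing lamin A-EGFP splicing minigene plus DsRed2, 600 cells/well, 48 h compound exposure at 37C. Laser-scanning cytometry; analysed as GFP (500-530 nm)/RFP (575-640 nm) total intensity ratio; 0.5% DMSO vehicle.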
# HTT ATP protect = Huntington cell model cytoprotection by ATP luminescence | PC12 HTT-Q103 induced, cytoprotection, ATP luminescence, 40 h | Potency, µM (top dose mostly 56.4 µM), inactives show cytoprotection (ATP increase), hits mostly activators | hit rate 0.14% among 230,000 | AID 1471;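 also: potency is read from the fitted curve at half-maximal effect; % of control where 0% means no effect; nearly all actives have a fitted effect of over 45% in size; toxic huntingtin expression switched on by the ecdysone agonist tebufenozide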
#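 Compounds were screened for protection of PC12 cells against cell death after tebufenozide induction (100 nM final) of mutant Huntingtin exon 1 (Q103) fused to GFP.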
# GAA inhib = blocks human lysosomal alpha-glucosidase | hit rate 0.005% among 200,000 | purified human GAA, 4-MU-alpha-glucoside fluorescence | Potency, µM (highest dose often 76.9 µM), for the others: at the top dose activity change, negative = inhibition, usual class: inhibitors;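 also: potency is read from the fitted curve at half-maximal effect; plate controls were uninhibited enzyme wells for no effect and no-enzyme background for full effect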
#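 Fluorescence at Ex 365/Em 440 nm from 4-methylumbelliferone reported enzyme activity after 20 min at room temperature. Reactions used 4 nM enzyme and 400 uM substrate at pH 5.0; curves fitted with the Hill equation.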
# GAA glycogen mod = GAA glycogen-cleavage inhibition or activation; recombinant GAA, glycogen substrate, Amplex Red glucose oxidase fluorescence; Potency, µM (doses to about 76.4 µM), inactives show at the top dose activity change, negative = inhibition, usual class: inhibitors; hit rate 0.38% among 300,000;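 also: potency is read from the fitted curve at half-maximal effect; 0% = full enzyme reaction and -100% = no-enzyme basal signal; the screen sought inhibitors and activators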
#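 qHTS, 1536-well; enzyme 4 nM final; cpd up to 77 uM; substrate bovine liver glycogen 30 ug; 50 mM citrate/phosphate pH 5.0, 0.01% Tween-20; 37 C, 40 min; Amplex Red detection 45 min RT; Hill fit → AC50.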
# CBFb RUNX1 block = CBF-beta/RUNX1 interaction disruption; Q01196+Q13951; AlphaScreen CBFb-His/RUNX1-biotin binding, biochemical; Potency, µM (top dose mostly 59.8 µM), without a hit: at the highest dose activity, negative = inhibition, hits mostly inhibitors; 230,000 tested, under 10 active; AID 1477; also: % of control where 0% means no effect
# Target sequence (Q01196 whole entry, looked up): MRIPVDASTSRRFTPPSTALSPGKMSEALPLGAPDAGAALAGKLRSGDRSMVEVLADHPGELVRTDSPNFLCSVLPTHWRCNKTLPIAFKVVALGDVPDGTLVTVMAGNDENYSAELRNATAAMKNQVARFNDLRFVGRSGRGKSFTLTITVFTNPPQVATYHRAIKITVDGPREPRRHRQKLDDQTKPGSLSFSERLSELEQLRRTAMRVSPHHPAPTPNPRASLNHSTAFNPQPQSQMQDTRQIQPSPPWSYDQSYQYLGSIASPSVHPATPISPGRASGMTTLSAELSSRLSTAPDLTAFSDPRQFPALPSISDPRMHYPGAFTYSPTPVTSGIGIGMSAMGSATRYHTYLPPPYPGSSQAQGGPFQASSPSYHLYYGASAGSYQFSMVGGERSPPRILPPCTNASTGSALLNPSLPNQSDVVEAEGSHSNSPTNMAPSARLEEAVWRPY
# Target sequence (Q13951 whole entry, looked up): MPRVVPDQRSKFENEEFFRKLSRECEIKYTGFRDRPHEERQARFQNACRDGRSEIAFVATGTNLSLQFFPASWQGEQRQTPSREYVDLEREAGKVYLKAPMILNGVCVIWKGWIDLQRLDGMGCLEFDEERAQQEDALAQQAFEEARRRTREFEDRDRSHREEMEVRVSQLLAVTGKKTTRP
#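 AlphaScreen binding: CBFb-His and RUNX1-biotin (30 nM each) preincubated 20 min, compound added for 15 min, then nickel and streptavidin beads for 90 min, all at room temperature. Disruption of the interaction by any mechanism counts as activity.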
# HttQ103 aggreg = mutant huntingtin aggregation inhibition; PC12 HttQ103-GFP aggregates, Acumen cytometry, 40 h; hit rate 1.1% among 220,000; Potency, µM (highest dose often 46.1 µM), for inactives: top-dose activity change, negative = inhibition, usual class: inhibitors; also: potency is read from the fitted curve at half-maximal effect; % is scaled to controls: 0 for no effect and ±100 for the full control effect; nearly all actives have a fitted effect of over 60% in size
#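 Steps: seed 1500 PC12 HTTQ103-GFP cells/well; add tebufenozide, 100 nM final; add compound titration; add ATPLite reagent; quantify GFP aggregates by laser scanning cytometry.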
# aGlu spleen mod = inhibits or activates alpha-glucosidase in human spleen homogenate | P10253 | human spleen homogenate, 4-MU-alpha-glucoside fluorescence | Potency, µM (series often up to 79.9 µM), for inactives: top-dose activity change, negative = inhibition, hits mostly inhibitors | hit rate 0.006% among 240,000 | AID 2112;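 also: potency is read from the fitted curve at half-maximal effect; 0% = enzyme with vehicle and -100% = no enzyme basal signal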
#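 Human spleen homogenate (1 ug) with 4-methylumbelliferyl-alpha-D-glucopyranoside (1 mM final) in 50 mM citrate/phosphate pH 5.0, 0.01% Tween-20; 40 min at 37 C. Stopped at pH 10; 4-MU fluorescence Ex 365/Em 440 nm; AC50 by Hill fit.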
# * marks the source's active call; other numbers are inactive results; u = inconclusive; x = not tested or not shown; [ ] = remark or other dose. Unless noted, calls follow the shape of the dose curve; as a rule, active = well fitted curve in the direction sought with a large enough effect; inconclusive = small, poorly fitted or top-dose-only effect, or another doubt; inactive = no such curve, though single readings can be large; an effect the other way counts as inactive or inconclusive.
SMILES,LMNA splice mod,HTT ATP protect,GAA inhib,GAA glycogen mod,CBFb RUNX1 block,HttQ103 aggreg,aGlu spleen mod
COc1cc2c(cc1OC)-c1cc(Nc3ccc4c(c3)OCCO4)nc(=O)n1CC2,u,2.5%[10 µM],u,-6.7%,1.0%,30.6%,-2.2%
CC1CCC/C(=N\NC(=O)COc2ccc(Cl)cc2Cl)C1 (stereo not drawn),0.0%,9.1%,2.1%,3.1%,0.4%,-4.6%,-6.6%
Cc1cc(C)n2nc(C(=O)N3CCN(Cc4ccc5c(c4)OCO5)CC3)nc2n1,-4.7%[46 µM],12.8%[10 µM],-2.6%,-7.6%,-1.7%,16.6%,10.8%
CCc1ccccc1NC(=O)CSc1nnc([C@@H](N)Cc2ccccc2)o1,12.8%,22.7%,3.0%,-15.5%,13.1%,22.3%,-3.4%
COc1ccc(-c2oc3ccccc3c(=O)c2O)cc1,x,-10.1%[1.9 µM],x,x,-4.0%[21.7 µM],x,5.7%
Cc1cc(=O)[nH]c(SCC(=O)N2CCc3ccccc3C2)n1,5.9%,-13.2%,-2.4%,1.5%,3.6%,-9.8%,-6.7%
Nc1cc(C(=O)OCC(=O)N2CCCC2)ccc1Cl,0.8%,-2.1%[10 µM],8.5%,-1.3%,3.1%,-1.8%,-7.3%
CCOC(=O)c1cc(NC(=O)CC(C)(C)CC(=O)O)ccc1N1CCCCC1,9.5%[46 µM],-4.3%[10 µM],-2.0%,2.3%,0.8%,-0.9%[9.22 µM],7.2%
Cc1noc(C)c1S(=O)(=O)N1CCC(C(=O)NCCc2ccc(S(N)(=O)=O)cc2)CC1,-5.0%,-9.3%,-0.9%,-4.9%,-3.3%,-3.3%[1.84 µM],3.7%
CCOC(=O)CN1N=C(/C=C/c2ccc(C(C)C)cc2)CCC1=O,u,-9.0%[10 µM],-2.6%,-1.5%,30.8%,1.8%,-13.0%
Cc1cccc(N2CCN(CC(O)COc3ccccc3Cl)CC2)c1 (stereo not drawn),x,16.7%[10 µM],x,-9.6%,-23.9%,22.7%[9.22 µM],-4.2%
O=S(=O)(Nc1nc2ccccc2nc1NCc1ccco1)c1ccc(Cl)cc1,-23.2%,9.4%[0.074 µM],-6.0%,-7.8%,3.8%,u,-7.4%
COc1ccccc1NC(=O)C1=C(C)Nc2nnnn2C1c1ccccn1 (stereo not drawn),u,-6.2%,-7.4%,-3.0%,6.9%,27.8%,-6.0%
CC(=O)N1N=C(c2ccncc2)OC12CCCC2,1.7%,3.3%,-0.9%,3.4%,4.0%,-5.1%,0.4%
Cc1ccc(S(=O)(=O)N2CCN(C(=O)c3cccs3)CC2)c(C)c1,u,-22.2%,-0.9%,-0.8%,u,u,-2.1%

# Four entries from above in another layout.
CCOC(=O)c1cc(NC(=O)CC(C)(C)CC(=O)O)ccc1N1CCCCC1
  LMNA splice mod: 9.5%[46 µM]; HTT ATP protect: -4.3%[10 µM]; GAA inhib: -2.0%; GAA glycogen mod: 2.3%; CBFb RUNX1 block: 0.8%; HttQ103 aggreg: -0.9%[9.22 µM]; aGlu spleen mod: 7.2%

Cc1cc(=O)[nH]c(SCC(=O)N2CCc3ccccc3C2)n1
  LMNA splice mod: 5.9%; HTT ATP protect: -13.2%; GAA inhib: -2.4%; GAA glycogen mod: 1.5%; CBFb RUNX1 block: 3.6%; HttQ103 aggreg: -9.8%; aGlu spleen mod: -6.7%

Cc1noc(C)c1S(=O)(=O)N1CCC(C(=O)NCCc2ccc(S(N)(=O)=O)cc2)CC1
  LMNA splice mod: -5.0%; HTT ATP protect: -9.3%; GAA inhib: -0.9%; GAA glycogen mod: -4.9%; CBFb RUNX1 block: -3.3%; HttQ103 aggreg: -3.3%[1.84 µM]; aGlu spleen mod: 3.7%

COc1cc2c(cc1OC)-c1cc(Nc3ccc4c(c3)OCCO4)nc(=O)n1CC2
  LMNA splice mod: u; HTT ATP protect: 2.5%[10 µM]; GAA inhib: u; GAA glycogen mod: -6.7%; CBFb RUNX1 block: 1.0%; HttQ103 aggreg: 30.6%; aGlu spleen mod: -2.2%

# Next section
SMILES,LMNA splice mod,HTT ATP protect,GAA inhib,GAA glycogen mod,CBFb RUNX1 block,HttQ103 aggreg,aGlu spleen mod
Cc1ccc(S(=O)(=O)c2cc3ccccc3oc2=O)cc1,-19.0%[46 µM],-6.9%,-4.1%,6.1%,-15.8%,12.6%,-2.7%
O=C(CN1CCN(c2ccccn2)CC1)Nc1ccc2ccccc2c1,u,-5.5%,-4.9%,0.8%,-1.1%,-8.8%,2.8%
Clc1cccc(Nc2c3c(nc4ncnn24)CCC3)c1,-10.2%,-17.8%[10 µM],2.8%,0.5%,6.4%,0.6%,-3.6%
CC(C)(C)C(=O)NC1(C(F)(F)F)C(=O)Nc2c1c(=O)[nH]c(=O)n2Cc1ccco1 (stereo not drawn),-6.1%,2.2%,2.4%,-0.1%,4.0%,1.9%,5.3%
O=C(O)C1CN(CCCP(=O)(O)O)CCN1 (stereo not drawn),u,x,x,x,-6.9%,x,5.2%
Cc1ccc(-c2c(C(=O)N(C)Cc3ccccc3)oc(=O)c3ccccc23)cc1,u,11.1%[10 µM],5.6%,-20.4%[76.3 µM],-3.3%,17.1%,-2.4%
COC(=O)c1nc(-c2ccccc2)n[nH]1,5.7%,-6.7%[10 µM],0.1%,-3.6%,0.8%,23.9%,1.5%
CCc1nnc(SCc2cn3c(C)cc(C)nc3n2)n1N,-4.4%,1.0%[10 µM],-3.6%,9.2%,4.0%,-6.1%,-2.2%
COc1ccc(CCN(C(=O)c2ccccc2)C2=CC3CCC(C2)N3C)cc1OC (stereo not drawn),5.6%,-2.6%,-0.2%,12.1%,-6.3%,-1.3%,-2.4%
CCCCCCC1=Cc2cc(OC)c(OC)cc2C(CC(=O)/C=C/OC)O1 (stereo not drawn),x,5.1%[10 µM],x,x,1.6%[13.1 µM],x,9.1%[17.4 µM]
CCCS(=O)(=O)N1CCCC(C(=O)NCC2CCCO2)C1 (stereo not drawn),0.7%,10.8%,-7.3%,2.4%,6.5%,4.8%,2.0%
CCCCCCn1c(SCCN2CCOCC2)nc2c1c(=O)[nH]c(=O)n2C,8.3%,-16.7%,-4.3%,10.7%,2.7%,8.8%,-2.0%
O=C(CSC(=S)N1CCOCC1)Nc1nc(-c2ccccc2)c(-c2ccccc2)o1,u,-0.2%,-2.4%,1.4%,2.8%,-4.0%,-11.9%
COC(C[C@H](O)CC(=O)COCc1ccccc1)OC,x,-2.0%[10 µM],x,3.9%,16.4%,-23.4%[9.22 µM],0.5%
Cc1ccccc1C(=O)NC(=S)Nc1ccc(S(=O)(=O)N2CCN(C)CC2)cc1,-5.4%,-17.0%,-2.2%,-13.0%,-1.5%,-13.4%,8.3%
CC(C)(C)NC(=O)CCCSc1nc2ccccc2s1,u,-54.3%[inhibitor],8.4%,4.1%,0.3%,u,-7.7%
CNC(=S)Nc1ccc(C)c(NC(=S)NC)c1,6.8%[46 µM],16.7%[10 µM],-3.8%,-17.3%,-21.3%,-0.3%,-5.1%
CC(C)(C)C(=O)O/N=C1\CCS(=O)(=O)c2sccc21,-2.4%[46 µM],-23.4%,-2.9%,5.4%,-0.3%,7.3%[9.22 µM],-1.1%
O=C(O)C1CCCCN1S(=O)(=O)c1ccc2ccccc2c1 (stereo not drawn),2.6%,-6.6%,-7.8%,6.9%,0.5%,-4.8%,0.3%
Cc1nc2c(-c3ccccc3)c(C)nn2c(C)c1CCC(=O)O,-12.3%,-10.8%,-15.1%,-2.2%,14.0%,3.7%,-16.5%
C=CCOC(=O)C1=C(C)N=C2SCCC(=O)N2C1c1cccs1 (stereo not drawn),1.1%,-2.8%,-7.8%,4.9%,3.5%,-15.0%,-13.2%
Cc1noc(C)c1S(=O)(=O)N1CCC(C(=O)N2CCC(C)CC2)CC1,-2.9%,-20.0%,-1.2%,-1.1%,2.2%,21.0%,-2.0%
COc1ccc(CCNC(=O)c2ccc(N(C)S(=O)(=O)c3ccc(C)cc3)cc2)cc1OC,x,-3.3%[10 µM],-1.8%,1.7%,-1.5%,10.1%[9.22 µM],-0.7%
c1ccc(OCc2nc3ccccc3s2)cc1,6.6%,-3.4%[1.9 µM],-5.3%,0.1%,12.7%,8.0%,-2.8%
Cc1cccc(OCCSc2nnc(-c3ccoc3C)n2C)c1,-12.6%,2.5%,1.8%,11.2%,1.0%,10.6%,-6.3%
COC(=O)c1cc(C(=O)c2cc(F)ccc2O)cn2c(=O)c3c(C)c(C)sc3nc12,x,-12.0%[10 µM],-9.4%,-1.6%,10.3%,0.3%[9.22 µM],-4.2%
COCCNC(=O)C(=O)Nc1ccc(Cl)cc1C,6.5%[46 µM],2.4%,-3.5%,4.6%,4.6%,8.1%,-0.1%
CCn1nnc(NC(=O)c2cccc(-c3cc4ccccc4oc3=O)c2)n1,-6.3%,-4.8%[10 µM],4.3%,4.4%,-0.4%,-5.0%,3.2%
CCOc1ccc(NC(=O)c2ccco2)cc1,21.0%,-15.8%[1.9 µM],-0.6%,3.8%,1.1%,3.7%,-4.8%
COc1ccc(C2C(CC(=O)O)=C(Nc3ccccc3)C(=O)N2c2ccccc2)cc1 (stereo not drawn),u,-32.1%[inhibitor],-2.3%,-14.2%,-11.1%,-3.8%,9.4%
CC(c1ccco1)N(C(=O)c1cccs1)c1ccccn1 (stereo not drawn),-4.2%,-11.1%[10 µM],-1.8%,6.5%,-6.4%,14.7%,-4.3%
Cc1cccc(C)c1NC(=S)Nc1ccc(Cl)c(Cl)c1,18.7%[46 µM],32.4%[10 µM],0.6%,u,3.1%,-4.0%,-0.2%
O=C(NCCCN1CCOCC1)C1(c2ccccc2)CCCC1,6.1%,4.5%,-7.5%,-0.7%,4.7%,5.7%,-11.4%
O=C(CSc1ncn[nH]1)Nc1ccc(OCc2ccccc2)cc1,-16.5%[46 µM],-46.9%[inhibitor],5.3%,-3.5%,5.6%,-18.2%,10.0%
Cc1ccc(-n2c(C)c([N+](=O)[O-])c3ccc(O)cc32)cc1,x,32.8%[10 µM],5.6%[15.4 µM],4.8%,-4.3%,u,-1.6%
Cc1occc1-c1nnc(SCC(=O)c2ccc(F)cc2)o1,5.7%,-1.2%,-6.2%,0.4%,-4.4%,22.3%,-13.2%
CCCCNC(=O)C(C#N)c1nc2ccccc2nc1N1CCCC1 (stereo not drawn),8.4%,12.4%,6.6%,5.0%,14.8%,-21.6%,-2.8%
N#Cc1ccc(-c2ccc(F)cc2)nc1Sc1ccccc1,8.6%,-6.6%,3.8%,5.8%,6.1%,13.5%,6.4%

# Hits appear at their usual frequency; any-hit rate near 1.5%.
